# miR122 inh = inhibitors of miR-122 in Huh7 cells; Huh7 miR-122 Renilla luciferase sensor, 48 h; neutral wells = 0, positive control = 100; activation (reporter increase), % at 12.5 µM; hit rate 0.3% among 340,000;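 active = mean replicate activation score at least 90 and every replicate individually at or above 90; inconclusive = only one of the two criteria met; inactive = neither criterion met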;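 note: higher luciferase means less miR-122 activity so hits act as miR-122 inhibitors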
# INS-1E GSIS act = GLuc luminescence reporter in INS-1E cells, primary screen for activators of glucose-dependent secretion of insulin. INS-1E GLuc reporter insulin secretion, 2-3 h. activation, % at 16.6 µM. hit rate 0.61% among 370,000. AID 743287;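 active = lowest replicate activation of at least 40%, so every replicate reaches that level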;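 note: 0% = median of neutral control wells and 100% = median of IBMX positive control wells; some compounds called inactive have numbers as strong as hits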
# DENV2 CPE rescue = DENV2-induced cell death inhibition; DENV2-infected cells, cytopathic effect rescue, plate reader; CPE inhibition, % at 9.99 µM; AID 651640; hit rate 1.7% among 350,000; in the data active = CPE inhibition above about 20%, passing the limit was not always enough; inconclusive = no clear call, values can overlap the other calls; tested in BHK-21 cells;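 note: 0% = median of neutral control wells and 100% = median of positive control wells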
# CFTR F508del cor = CFTR F508del correction in bronchial cells | hit rate 0.36% among 350,000 | activity (quench increase), % at 7.58 µM | CFBE cells, YFP halide quenching; stimulated with forskolin plus potentiator P3; % fluorescence drop versus neutral controls;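 active = mean added fluorescence quench of at least 8% versus neutral control, with both replicates also reaching 8%; inconclusive = only one of the mean or replicate conditions met; inactive = mean below 8% and not both replicates reaching 8%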;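 note: cells transiently co-express mutant CFTR-F508del with the halide-sensitive YFP; corrector assay measuring rescue of mutant channel to the surface after 24 h compound exposure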
# EWS-Fli block = blocks EWS/Fli oncoprotein-driven transcription; A673 NR0B1-luciferase reporter, viability-normalised; inhibition, % at 12.6 µM; hit rate 0.67% among 350,000; AID 651661;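 active = mean inhibition of at least 50% after viability correction, with every replicate also passing that limit; inconclusive = mean reaches 50% but only one of two replicates passes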;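 note: firefly luciferase signal divided by Alamar Blue viability fluorescence both relative to DMSO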
# FN deposition inh = fibronectin deposition inhibition; hit rate 0.086% among 350,000; inhibition, % at 12.6 µM; AH1F fibroblasts, Alexa488-fibronectin deposition fluorescence, overnight;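 active = mean inhibition across replicates of 30% or more, regardless of how many single replicates reach that level; inconclusive = mean under 30% yet at least half of replicates reach 30%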;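 note: positive control wells lacked labelled fibronectin entirely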
#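 Test system: AH1F fibroblast monolayer depositing Alexa488-labelled fibronectin into matrix. Input: 10000 cells per well. Technique: fluorescence, ex 485 nm, em 525 nm. Buffer or medium: DMEM plus 2% serum, read in PBS. Timing: 1 h cell adhesion before compound, then overnight fibronectin incubation. Compound: single dose, pinned. Read-out basis: inhibition from reduced deposited-fibronectin fluorescence.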
# PAX8 inh HTS = lowers PAX8-driven luciferase in RMG-I cells | RMG-I TPO-luciferase reporter, SteadyGlo, 24 h | inhibition, % at 12.6 µM | hit rate 1.2% among 360,000;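 active = mean replicate inhibition at least 60% with every replicate also reaching 60%; inconclusive = only one of the two criteria is met; inactive = mean below 60% and not all replicates reaching 60%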;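 note: luciferase light reporting Pax8 driven TPO promoter activity; plate controls were median of neutral control wells for no effect and mitoxantrone controls for full effect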
# Active calls of the source: *; ? = inconclusive; . = no result given; & = joins results of further samples; [ ] = another dose, or the depositor's remark.
SMILES,miR122 inh,INS-1E GSIS act,DENV2 CPE rescue,CFTR F508del cor,EWS-Fli block,FN deposition inh,PAX8 inh HTS
Cc1cc(Cl)ccc1N(CC(=O)NCc1ccccc1)S(C)(=O)=O,-2,.,2,1.2,0,9,-10
O=[N+]([O-])c1ccc(S(=O)(=O)c2ccccc2)nc1,.,77*,-7,-1.5,58*,15,109*
CN1c2ccc(Br)cc2[C@H]2[C@H](CCN2C(=O)CN2CCOCC2)[C@H]1CO,-4[16.7 µM],-2,-13,2.4,-8,-11,-1
COc1cccc(-n2cnc3sc4c(c3c2=O)CCC4)c1,.,27,3,-1.3,-16,.,-12
COc1ccccc1-c1ccc2c(c1)[C@@H]1[C@@H](CCN1S(=O)(=O)c1ccc(C)cc1)[C@H](CO)N2,-16[16.7 µM],4,-26,1.7,3,8,22
CCSc1nnc(NC(=O)Cc2ccc(OC)c(S(=O)(=O)N3CCOCC3)c2)s1,5,.,.,.,.,6,4
c1ccc(Oc2cc(-c3ccccc3)nc(-c3ccccc3)n2)cc1,.,-3,-4,1.5,-1,1,34
CCC1(c2ccc(F)cc2)NC(=O)N(CC(=O)N2CCc3ccccc32)C1=O (centres undefined),-1,-29,8,-0.7,5,-3,33
CCN(CC)CCOCCOC(=O)C(CC)(CC)c1ccccc1,4,37,9,0.8,1,4,6
COc1ccc(CNC(=O)Cc2csc(NC(=O)Nc3ccccc3OC)n2)cc1,1,-21,1,2.2,-11,-2,-5
O=C(CNCc1cccs1)Nc1ccc(N2CCCCCC2)cc1,.,12,2,-1.5,-21,-6,-1
Nc1nonc1-n1nnc(C(=O)N/N=C/c2cccnc2)c1CSC1=NCCS1,-9,0,?,-4.0,2,4,26
COc1cc(C(CC(=O)Nc2cc(C)ccn2)N2Cc3ccccc3C2=O)cc(OC)c1OC (centres undefined),.,5,1,-1.9,6,-4,-3
CCC(=O)N[C@@H]1CC[C@@H](CC(=O)NCc2ccccc2F)O[C@H]1CO,.,4,1,-0.3,-6,2,-9
CN(C1(C)CCS(=O)(=O)C1)S(=O)(=O)c1ccc2ccccc2c1 (centres undefined),.,20,0,-2.1,2,8,3
COc1ccc(OC)c(C(=O)Cn2c3[n+](c4ccc(C(F)(F)F)cc42)CCCCC3)c1,-4,-1,3,-1.3,1,.,3
COc1ccc(-n2c(Cc3cccn3C)nnc2SCC(=O)Nc2ccc(C)cc2)cc1,-3,-4,14,-4.5,8,5,12
Brc1cccc(-c2nnc3sc(CNC4CCCC4)cn23)c1,-6,4,?,1.9,-8,-3,3
CN(N=C(c1ccccc1)c1ccccc1)c1ccccc1,.,1,7,-3.1,-6,4,10
COCC(=O)N1[C@@H](CO)[C@@H](c2ccccc2)C12CN(Cc1ccccc1)C2,.,-10,1,0.7,-6,.,-12
O=C(Cc1ccc(NC2=NC3CS(=O)(=O)CC3S2)cc1)NCCc1ccccc1 (centres undefined),.,-1,-4,2.3,2,3,5
CCN1C(=O)[C@H]2[C@@H](c3ccc(C)cc3)N3C(=O)N(c4ccc(C(F)(F)F)cc4)C(=O)[C@@]3(CC(C)C)[C@H]2C1=O,-3,-21,?,-4.0,-6,-5,12
O=C(COc1coc(CN2CCc3ccccc3C2)cc1=O)Nc1cccc(Cl)c1,.,-24,-1,-3.6,13,-11,14
CCCCOP(=O)(OCCCC)C1(C)CC(=O)CC(C)(C)C1 (centres undefined),-8,1,-7,-0.5,6,7,6

# Reprinted from the part before: 5 entries, followed by the next part.
SMILES,miR122 inh,INS-1E GSIS act,DENV2 CPE rescue,CFTR F508del cor,EWS-Fli block,FN deposition inh,PAX8 inh HTS
COCC(=O)N1[C@@H](CO)[C@@H](c2ccccc2)C12CN(Cc1ccccc1)C2,.,-10,1,0.7,-6,.,-12
O=C(Cc1ccc(NC2=NC3CS(=O)(=O)CC3S2)cc1)NCCc1ccccc1 (centres undefined),.,-1,-4,2.3,2,3,5
CCN1C(=O)[C@H]2[C@@H](c3ccc(C)cc3)N3C(=O)N(c4ccc(C(F)(F)F)cc4)C(=O)[C@@]3(CC(C)C)[C@H]2C1=O,-3,-21,?,-4.0,-6,-5,12
O=C(COc1coc(CN2CCc3ccccc3C2)cc1=O)Nc1cccc(Cl)c1,.,-24,-1,-3.6,13,-11,14
CCCCOP(=O)(OCCCC)C1(C)CC(=O)CC(C)(C)C1 (centres undefined),-8,1,-7,-0.5,6,7,6
O=C(C1CCCCCC1)N1CC[C@@H](N2CCC(O)CC2)[C@H](O)C1,-2,8,3,2.2,5,0,10
Cc1cc(NC(=O)c2ccccc2)c(Cl)cc1N,.,-6,18,-1.7,34,1,8
CC1(c2ccccc2)NC(=O)N(CC(=O)Nc2ccc3c(c2)CCC3)C1=O (centres undefined),-3,.,1,3.1,1,4,-9
CC12C(=O)N(Cc3ccccc3)C(=O)C1C1C=CC2C1 (centres undefined),-8,.,.,.,.,8,8
N#C[C@H]1[C@@H](c2ccc(C#CC3(O)CCCC3)cc2)[C@@H](CO)N1C(=O)C1CC1,.,-6,10,0.8,-2,-19,2
CN1C(=O)c2cc(NC(=O)c3cccs3)ccc2OC[C@@H]2O[C@H](CC(=O)O)CC[C@H]21,8[16.7 µM],7,.,-2.0,-1,-7,-11
C[C@@H]1CN([C@@H](C)CO)C(=O)c2cc(/C=C/c3ccccc3)cnc2O[C@@H]1CN(C)S(C)(=O)=O,9[16.7 µM],17,4,0.3,10,6,.
C[C@H](CO)N1C[C@H](C)[C@@H](CN(C)Cc2ccc3c(c2)OCO3)Oc2ccc(NC(=O)CCC(F)(F)F)cc2CC1=O,-2[16.7 µM],-7,-8,4.6,-4,.,2
COc1ccc(C(=O)NNC(=O)c2ccc3ccccc3c2)cc1,8,0,5,1.7,-5,.,-5
COc1cccc(NC(=O)N2CC(=O)N3[C@@H](CO)[C@@H](c4ccc(C#CC5CCCCC5)cc4)[C@@H]3C2)c1,.,-27,-1,1.1,2,.,-1
O=C(CCN1C(=O)C2C3CC(C(Br)C3Br)C2C1=O)OCC(=O)c1ccccc1 (centres undefined),.,-10,6,-0.8,-3,4,1
CC(=O)NC1CC2CCCC(C1)N2C(=O)Nc1c(C)cccc1C (centres undefined),.,-2,0,0.8,-5,1,2
CCOc1ccccc1C(=O)NC(C(=O)N(C)Cc1ccc2c(c1)OCO2)C(C)C (centres undefined),-7,-49,-2,1.6,4,2,13
COc1ccc(-n2ccnc(SCC(=O)NCc3ccc(C)cc3)c2=O)cc1Cl,-9,10,17,1.9,-5,.,-7
COc1ccc(CN(C)C[C@H]2OCCCC[C@@H](C)Oc3ccc(NC(=O)c4ccncc4)cc3C(=O)N([C@@H](C)CO)C[C@H]2C)cc1,-5[16.7 µM],0,-3,-2.3,-2,3,.
O=C(COC(=O)c1ccc2c(c1)C(=O)N(c1cccc3ncccc13)C2=O)c1ccc(Cl)cc1,-2,-1,6,-1.2,12,-6,12
O=C(COC(=O)C1CC(=O)N(Cc2ccco2)C1)c1ccc(OC(=O)c2ccco2)cc1 (centres undefined),-13,.,.,.,.,-9,-26
Cn1c(=O)c2c(nc(Br)n2Cc2nnc(N)s2)n(C)c1=O,2,25,-2,0.0,15,3,20
CO[C@H](CN(C)C(=O)c1ccc2c(c1)OCO2)[C@H](C)CN([C@H](C)CO)S(=O)(=O)c1ccccc1,.,-2,4,-3.2,-6,-5,.
C[C@H]1CN([C@@H](C)CO)C(=O)CCCn2nncc2CO[C@@H]1CN(C)C(=O)Nc1ccc(N2CCN(C)CC2)cc1,.,8&-5,2&15,-5.3&-2.2,-8&3,-3&1,-10
O=C(Nc1ccccc1F)N[C@H]1CC[C@H](CCNS(=O)(=O)c2ccccc2)O[C@@H]1CO,.,0,4,-5.0,-1,.,6
Cc1n[nH]c(C)c1S(=O)(=O)N(CC(=O)Nc1ccc2c(c1)OCCO2)c1ccc(C(C)C)cc1,-9,-16,-2,-0.5,6,-2,8
O=C(NCCc1ccccc1)c1ccc2nccnc2c1,.,10,-6,1.4,35,-12,-3
COc1ccc(/C=C/c2n[nH]c(=O)c(C#N)c2C)cc1,0,-16,-5,-0.8,-4,-1,7

# 6 of the compounds above, as tab-separated lines.
molecule	miR122 inh	INS-1E GSIS act	DENV2 CPE rescue	CFTR F508del cor	EWS-Fli block	FN deposition inh	PAX8 inh HTS
c1ccc(Oc2cc(-c3ccccc3)nc(-c3ccccc3)n2)cc1	.	-3	-4	1.5	-1	1	34
CCC1(c2ccc(F)cc2)NC(=O)N(CC(=O)N2CCc3ccccc32)C1=O (centres undefined)	-1	-29	8	-0.7	5	-3	33
CCN(CC)CCOCCOC(=O)C(CC)(CC)c1ccccc1	4	37	9	0.8	1	4	6
COc1ccc(CNC(=O)Cc2csc(NC(=O)Nc3ccccc3OC)n2)cc1	1	-21	1	2.2	-11	-2	-5
O=C(CNCc1cccs1)Nc1ccc(N2CCCCCC2)cc1	.	12	2	-1.5	-21	-6	-1
Nc1nonc1-n1nnc(C(=O)N/N=C/c2cccnc2)c1CSC1=NCCS1	-9	0	?	-4.0	2	4	26

# Following part
SMILES,miR122 inh,INS-1E GSIS act,DENV2 CPE rescue,CFTR F508del cor,EWS-Fli block,FN deposition inh,PAX8 inh HTS
Cc1ccc(CNC(=O)CCS(=O)(=O)c2ccc(C)cc2)cc1,-8,-3,8,-3.3,-23,-5,-5
CCCC#Cc1cnc2c(c1)C(=O)N([C@H](C)CO)C[C@H](C)[C@@H](CN(C)C)O2,15[16.7 µM],13,?,0.6,-19,0,.
C#CCOCCOCCOCCNc1nc(N2CCN(C(=O)Cn3cc(CCCCN)nn3)CC2)nc(N2CCN(C(=O)[C@H](CCCCN)n3cc(CCCC)nn3)CC2)n1,.,5,-4,-4.6,-93,2,-35
COc1cccc(NC(=O)N[C@H]2C=C[C@@H](CC(=O)NCc3ccncn3)O[C@H]2CO)c1,16[16.7 µM],6,2,-1.6,-9,9,-17
O=C(O)c1c2cc(Br)ccc2nc2[nH]c(=O)[nH]c(=O)c12,-5,.,-2,-2.5,-2,-1,-7
Cc1ccccc1NC(=O)COc1coc(CN2CCN(c3ccccc3)CC2)cc1=O,-11,-5,-11,-1.5,10,-10,7
CCOC(=O)Nc1cccc(OCC(=O)Nc2ccccc2OCC)c1,2,.,.,.,.,2,2
CC(C)c1ccccc1NC(=O)COC(=O)c1cccnc1,35,3,2,0.4,-11,1,-3

# No enrichment for hits; 3.9% or so of the library scored in one or more.
